# From PubChem BioAssay
# ST2 IL33 inh: blocks human ST2 binding to IL-33. Q01638. AlphaLISA ST2-Fc/biotin-IL-33 interaction, 1 h. inhibition, % for hits at 17 µM. 78,000 tested, 2.3% active; in the data active = inhibition above about 30%; inconclusive = mostly about 10% to 28%
# Target sequence (Q01638 whole entry, looked up): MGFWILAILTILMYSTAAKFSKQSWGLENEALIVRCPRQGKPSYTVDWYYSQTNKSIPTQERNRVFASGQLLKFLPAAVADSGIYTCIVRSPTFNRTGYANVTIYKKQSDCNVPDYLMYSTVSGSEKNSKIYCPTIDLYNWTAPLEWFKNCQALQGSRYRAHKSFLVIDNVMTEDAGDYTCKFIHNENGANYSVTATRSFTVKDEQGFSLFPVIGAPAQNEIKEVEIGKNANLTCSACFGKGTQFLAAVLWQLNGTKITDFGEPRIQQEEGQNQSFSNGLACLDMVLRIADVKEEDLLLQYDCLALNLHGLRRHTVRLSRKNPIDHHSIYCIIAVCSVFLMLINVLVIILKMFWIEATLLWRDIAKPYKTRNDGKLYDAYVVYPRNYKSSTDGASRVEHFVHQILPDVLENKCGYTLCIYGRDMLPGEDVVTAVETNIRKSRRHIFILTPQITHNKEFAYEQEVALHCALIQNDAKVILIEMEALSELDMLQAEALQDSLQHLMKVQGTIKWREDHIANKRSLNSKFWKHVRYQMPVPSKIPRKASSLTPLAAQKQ
# The depositor's hits bear a star; i = inactive; ? = inconclusive. These rows are one share of the data; rates above refer to the full screens.
mol,ST2 IL33 inh
O=C1C(=Nc2cccc(F)c2)c2ccccc2N1CN1CCN(c2ccc([N+](=O)[O-])cc2)CC1,?
Cc1cnc(NCC2CN(S(C)(=O)=O)CCO2)nc1N(C)C (centres undefined),?
O=C(CN1C(=O)C(=O)c2ccccc21)c1ccccc1,i
Cc1cc(NC(=O)c2cc(-c3ccco3)on2)no1,i
COc1ccc(CN2CCC3(CCNCC3)C2)cc1Cn1cncn1,i
CCn1c(C2CCCN(C(=O)c3ccc(-n4ccnc4)cc3)C2)nn(C)c1=O (centres undefined),i
CC(C)C(=O)Nc1cccc(-c2nc3ncccc3o2)c1,i
CC(=O)c1cc(C(=O)N2CCOC(Cc3ccccc3Cl)C2)c(=O)[nH]c1C (centres undefined),i
CCc1cn[nH]c1C1CCN(C(=O)c2cc(C(C)=O)c(C)[nH]c2=O)CC1,i
CCn1cc(C(=O)NC2CCCC2)c(=O)c2cc(S(=O)(=O)N(C)C3CCCCC3)ccc21,i
COc1ccc(NC(=O)C(C)(C)C)cc1,i
O=C(CCS(=O)(=O)c1ccc(Br)s1)NC(c1ccccc1)c1ccccc1,i
COc1ccc(NS(=O)(=O)c2ccc(NC(=O)COc3ccc([N+](=O)[O-])cc3)cc2)cc1,i
COc1ccc(C(=O)Nc2cccc(C(=O)O)c2)cc1S(=O)(=O)N1CCOCC1,i
CC1=C(C(N)=O)C(c2ccccc2F)n2ncnc2N1 (centres undefined),i
CCOC(=O)c1c(C)n(CC)c2ccc(OC(=O)COc3ccc(OC)cc3)cc12,i
O=C(Nc1ccccc1)Nc1nccs1,i
O=S(=O)(Nc1ccc(F)cc1F)c1ccc(F)cc1,i
COc1cc2nc(-c3ccc(N(C)C)cc3)n(C)c2cc1OC,i
CC1(C)C(=O)C2(CCCCC2)C(=O)OC1c1ccc(Br)cc1 (centres undefined),i
O=S(=O)(NCCN1CCCC1)c1cccc2cccnc12,?
COc1cccc(-c2nnnn2[C@H]2CO[C@H]3[C@@H]2OC[C@@H]3NS(=O)(=O)c2ccc(C)cc2)c1,i
CCc1nnc(NS(=O)(=O)c2ccc(NC(=O)c3ccc(Br)cc3)cc2)s1,i
NS(=O)(=O)CCCC(=O)N1CCOC(c2ccc(F)cc2)C1 (centres undefined),i

# Another view of part of the listing above:
O=S(=O)(Nc1ccc(F)cc1F)c1ccc(F)cc1
  ST2 IL33 inh: i

COc1cc2nc(-c3ccc(N(C)C)cc3)n(C)c2cc1OC
  ST2 IL33 inh: i

CC1(C)C(=O)C2(CCCCC2)C(=O)OC1c1ccc(Br)cc1 (centres undefined)
  ST2 IL33 inh: i

O=S(=O)(NCCN1CCCC1)c1cccc2cccnc12
  ST2 IL33 inh: ?

# Back to the main list, repeating the 2 entries before the break.
mol,ST2 IL33 inh
CCc1nnc(NS(=O)(=O)c2ccc(NC(=O)c3ccc(Br)cc3)cc2)s1,i
NS(=O)(=O)CCCC(=O)N1CCOC(c2ccc(F)cc2)C1 (centres undefined),i
CC(C)C(NC(=O)c1ccccc1NC(=O)C(Cl)(Cl)Cl)C(=O)NC(C)(C)C (centres undefined),i
O=S(=O)(NCc1nc2cccnc2n1Cc1ccc(Cl)cc1)c1ccc(F)c(Cl)c1,i
Cc1ccc(N2CC(NC(=O)CCc3ccccc3)CC2=O)cc1C (centres undefined),?
CCn1c(C2CCN(C(=O)C3(Cn4cccn4)CC3)CC2)nn(C)c1=O,i
COc1cc(OC)c(C2C(C#N)=C(N)OC3=C2C(=O)CCC3)cc1Br (centres undefined),i
CC1=C(C(=O)Nc2ccccn2)C(c2cccc(Cl)c2)C2=C(CCCC2=O)N1 (centres undefined),i
O=C(CCc1cccnc1)N1C[C@H]2OC(=O)N(CCN3CCCCC3)[C@H]2C1,i
N/C(Cc1ccc(Cl)cc1Cl)=N/OC(=O)c1cccs1,i
COc1ccccc1C(=O)Nc1ccc2nc(N3CCN(C)CC3)cc(C)c2c1,i
CN(Cc1ccc2ccccc2n1)C(=O)c1cn(Cc2ccc(F)cc2Cl)nn1,i
CN1CCN(C(=O)c2cc3n(n2)CCN(Cc2c[nH]c4ccc(F)cc24)C3)CC1,?
Cn1c(=O)[nH]c(=O)c2c1nc(CN1CCOCC1)n2CCCc1ccccc1,i
O=C(c1cnnn1-c1ccccc1)N(Cc1ccccn1)CC1CCCO1 (centres undefined),i
Cc1nc2ccccc2c2c1C(=O)N(c1ccc(F)cc1F)C2=O,i
CC1=C(C(=O)Nc2ccccn2)C(c2cccc(Cl)c2)C2=C(CC(C)(C)CC2=O)N1 (centres undefined),i
Cc1nn(Cc2ccc(F)cc2)c(C)c1NC(=O)CCCn1nc(C)c([N+](=O)[O-])c1C,i
Oc1ccc(C(c2c[nH]c3ccccc23)c2c[nH]c3ccccc23)cc1O,i
COc1ccc(-c2nc(C)c(CCNS(=O)(=O)N(C)C)s2)cc1,i
COC(=O)C1C(=O)C2=C(CC1C)NC(C)=C(C(=O)OC1CCCCC1)C2c1ccccc1F (centres undefined),?
CCN(CC)S(=O)(=O)c1cccc(C(=O)Nc2cccc(C(=O)O)c2)c1,?
CCOc1ccc(CN2CCN(c3ccccn3)CC2)cc1,i
C=CC1CCC(N(Cc2ccccc2)S(=O)(=O)c2ccc(C)cc2)C(O)C1 (centres undefined),i
CN(C)C(=O)c1ccccc1I,i
COc1cccc(-n2c(=O)c3sccc3n(Cc3cccnc3)c2=O)c1,i
COC(=O)c1cc(OC)ccc1-c1ccc(NC(C)=O)cc1,?
CCn1cc(C(=O)N2CCCCC2)c(=O)c2cc(S(=O)(=O)N3CCC(C)CC3)ccc21,i
COc1cc(OC)c(C(N)=O)c(S(=O)(=O)Cc2ccccc2)c1,i
CCOC(=O)c1cccc(N2C(=O)C3C4c5ccccc5C(C)(c5ccccc54)C3C2=O)c1 (centres undefined),i
COc1ccccc1N1CCN(c2ncnc(N)c2[N+](=O)[O-])CC1,i
Cc1ccc(NS(=O)(=O)c2cccc3c(S(=O)(=O)Nc4ccc(C)cc4)cccc23)cc1,i
CC1CCc2c(sc(NC(=O)c3ccc(S(=O)(=O)N4CC(C)CC(C)C4)cc3)c2C#N)C1 (centres undefined),i
CC(C)S(=O)(=O)N1CCC(Cc2nn(C)c(=O)n2-c2ccccc2)CC1,i
COc1ccc(S(=O)(=O)Nc2ccc(O)c(C)c2C)cc1,i
C=CCNc1nc(-c2cc3ccccc3oc2=O)cs1,i
CC(=O)N1CCN([C@H]2[C@@H]3OC[C@@H](O3)[C@@H](NC(=O)NC3CCCCC3)[C@@H]2O)CC1,?
O=C(Nc1cccnc1Cl)C1c2ccccc2Oc2ccccc21,i
CCCOC(=O)C1C2C=CC3(CN(c4cccc(Cl)c4)C(=O)C13)O2 (centres undefined),i
O=c1oc2ccccc2cc1-c1ccc(N=Cc2ccc([N+](=O)[O-])cc2)cc1,?
O=S(=O)(c1cccc2cccnc12)N1CC=C(c2ccccc2)CC1,?
CC(NC(=O)c1cc(C(=O)NC(C)c2ccccc2)cc([N+](=O)[O-])c1)c1ccccc1 (centres undefined),i

# Filtered by structure: the compounds so far containing a cyano group.
mol,ST2 IL33 inh
COc1cc(OC)c(C2C(C#N)=C(N)OC3=C2C(=O)CCC3)cc1Br (centres undefined),i
CC1CCc2c(sc(NC(=O)c3ccc(S(=O)(=O)N4CC(C)CC(C)C4)cc3)c2C#N)C1 (centres undefined),i

# Following part
mol,ST2 IL33 inh
Cc1cc(C)n(CC(C)NCc2nc(Cc3ccccc3F)no2)n1 (centres undefined),i
CN1CCCN(Cc2ccc(F)cc2F)CC1,i
CCOc1ccc(/C=C2\SC(=O)N(CC(=O)N3CCOCC3)C2=O)cc1OCC,i
Cc1nn(C)c(C)c1-c1ccnc(N(C)Cc2cc(-c3ccccn3)no2)n1,i
Cc1cc(C)nc(NC(=O)c2c(-c3ccccc3Cl)noc2C)c1,?
O=C(O)CCC(=O)N1Cc2[nH]cnc2C[C@H]1c1nc(-c2ccc(Cl)cc2)no1,i
O=C(C1CC1)N1CCc2cc(S(=O)(=O)N3CCN(c4ccccc4)CC3)ccc21,i
C=CCOc1cccc(C(=O)N2CCC3(CC2)CC3C(=O)N2CCN(c3ccccc3)CC2)c1 (centres undefined),?
O=c1[nH]c2c(s1)C(c1ccc(Cl)cc1)C1C3CCC(C3)C1S2 (centres undefined),i
O=C(NCc1ccccc1)c1ccccc1[N+](=O)[O-],?
COc1ccc(-c2noc(-c3ccc(Cl)cc3)n2)cc1OC,?
Cc1cc(C)n(CNc2nc(C(F)(F)F)cs2)n1,i
CSc1ccc(CN(C(=O)c2ccc(C(C)=O)s2)C2CC2)cc1,?
Cc1ccc(NC(=O)CCCN2C(=O)c3ccccc3C2=O)cc1,i
Cc1ccc(-n2c(-c3ccc(F)cc3)cn3c4c(=O)n(C)c(=O)n(C)c4nc23)cc1,i
CCOC(=O)Cn1c(=O)n(-c2ccc(C)c(C)c2)c2nc(-c3ccc(OCC)cc3)nc(C(N)=O)c21,i
CCN(C(=O)c1cccc(NC(=O)[C@@H]2CCC(=O)N2)c1)c1ccccc1,?
CCn1ncnc1C(C)NC(=O)CN1CCOc2ccccc2C1 (centres undefined),?
CCOc1ccc2nc(N3CCCC(C(=O)NCc4cccs4)C3)nc(C)c2c1 (centres undefined),i
O[C@@H]1C[C@@H](c2nc(-c3ccccc3)no2)N(Cc2ccccc2)C1,?
O=C(N1CCCC1)C12CC3CC(CC(C3)C1)C2,i
COc1cccc(OCCSc2nc(C)cc(=O)[nH]2)c1,i
COc1ccc(N(C(=O)COc2ccc(Cl)cc2)C2C=CS(=O)(=O)C2)c(OC)c1 (centres undefined),i
COc1ccc(-c2noc(COc3cc(C)c(Br)c(C)c3)n2)cc1OC,i
Cc1cccnc1NC(=O)c1sc2cccc(Cl)c2c1Cl,?
CCCCCCn1c(SCC(O)CO)nc2c1c(=O)[nH]c(=O)n2C (centres undefined),i
Cc1nn(CCO)cc1CN1CCC(n2cc(C3CCCC3)nn2)CC1,i
COCCCn1c(CN2CCN(C(C)C)CC2)cnc1S(=O)(=O)C1CCCC1,i
Cc1nc2c(C(=O)N3CCCC3)c[nH]n2c(=O)c1Cc1ccccc1Cl,i
O=C(Nc1ccc2c(c1)OCO2)c1cc(-c2ccc(Br)cc2)on1,i
OCCCn1cnc(-c2ccccc2)c1-c1ccc(Cl)s1,i
CNC(=O)c1ccc(Cn2c(=O)c3cc(OC)c(OC)cc3n(CC(=O)NC3CCCC3)c2=O)cc1,i

# Carrying on.
compound | ST2 IL33 inh
CN1CCN(C(=O)c2cc(F)c(F)cc2[N+](=O)[O-])CC1 | ?
COc1ccc(C(=O)Nc2cccc(NC(=O)c3ccccc3C)c2)cc1[N+](=O)[O-] | ?
CCOc1ccc(C2C3=C(CCCC3=O)Nc3nc(SCc4ccccc4F)[nH]c(=O)c32)cc1 (centres undefined) | i
COc1ccc2cc3cc(C(=O)NCCc4ccc(OC)c(OC)c4)oc3nc2c1 | i
O=S(=O)(Nc1cccc(Cl)c1Cl)c1ccc(F)cc1 | i
CN(CC1CCN(CCc2cccc(C(F)(F)F)c2)CC1)C(=O)/C=C/c1cccnc1 | i
CCOC(=O)C1CCCN(C(=O)c2sc3nc(C)nc(N4CCOCC4)c3c2C)C1 (centres undefined) | i
Cc1ccc(OCC(O)CN2C(=O)c3ccccc3C2=O)cc1 (centres undefined) | i
COc1ccc2cc3cc(C(=O)N(Cc4cccs4)C4CCCC4)oc3nc2c1 | ?
O=C1NCCN1CCNCc1nc(-c2ccco2)no1 | i
Nc1ccc(Oc2ccc3c(c2)C(=O)N(CCO)C3=O)cc1 | i
CC(C)=CCC/C(C)=C/COc1ccc2ccc(=O)oc2c1 | i
O=S(=O)(c1ccccc1)N1N=C(c2ccccc2)CC1c1ccc(Cl)cc1 (centres undefined) | i
CS(=O)(=O)N(CC(=O)NCc1ccncc1)c1ccccc1F | i
CCOCCCNCc1cc(OC)ccc1OC | i
CCCCSc1cc(C)nc2ncnn12 | i
C=C(C)Cn1c(CCCNC(=O)C(C)(C)C)nc2ccccc21 | i
CC(=O)c1ccc(NC(=O)CCN2C(=O)C3C4CCC(C4)C3C2=O)cc1 (centres undefined) | i
O=C(CCc1nnc(-c2ccsc2)o1)N1CCCC(OCc2ccccn2)C1 (centres undefined) | i
CCOc1ccc(-n2c(=O)c3c(C)c(C)sc3n(CC(=O)N(CC)CC)c2=O)cc1 | i
CCN(CC)C(=O)CSc1nc(O)cc(=O)n1-c1ccccc1C | i
CCN(CC)C(=O)c1ccc(CS(=O)(=O)c2ccccc2OC)o1 | i
Cc1[nH]c2ccc(CNC(=O)c3cnn4cc(CCO)cnc34)cc2c1C | ?
OC(COCc1ccccc1)CN1CCN(c2ccccc2)CC1 (centres undefined) | i
COc1cc(-c2cc(=O)c3ccccc3o2)ccc1O | i
COc1ccccc1-c1cc(Cn2cc(-c3ccc(C)o3)nn2)on1 | i
COc1ccc(N2CCCS2(=O)=O)cc1NC(=O)c1c(OC)cccc1OC | i
CC1CCN(c2nc(-c3ccccc3)c3c(c2C#N)CC(C)(C)OC3)CC1 | i
O=C(COc1cccc([N+](=O)[O-])c1)Nc1cccc(I)c1 | ?
Cc1ccc(OCCCn2c(=O)oc3ccccc32)cc1 | i
Cc1ccc([N+](=O)[O-])cc1S(=O)(=O)n1ccnc1C | i
CC(C)OCCCNS(=O)(=O)c1cccs1 | i
COc1ccc(OCC(=O)Nc2cc(C)ccc2O)cc1 | i
COCCNc1c2c(c(C#N)c3nc4ccccc4n13)CCC2 | ?
N#C/C(=C/C=C/c1ccccc1)c1nc(-c2cccs2)cs1 | 60.0%*
CC1=C(C(N)=O)C(c2cccs2)n2nc(SCc3ccccc3F)nc2N1 (centres undefined) | i
COc1ccc(OC)c(-c2cc(C(=O)NCc3cccs3)no2)c1 | i
Cc1cc(Cl)ccc1-n1nc(C)c([C@@H]2C=C[C@@H](NC(=O)CCCC(=O)O)C2)c1C | i

# Shown as labelled records: 3 of the compounds above.
COc1ccc(OCC(=O)Nc2cc(C)ccc2O)cc1
  ST2 IL33 inh: i

COCCNc1c2c(c(C#N)c3nc4ccccc4n13)CCC2
  ST2 IL33 inh: ?

N#C/C(=C/C=C/c1ccccc1)c1nc(-c2cccs2)cs1
  ST2 IL33 inh: 60.0%*
